PfHsp40 rescue: rescue of yeast from PfHsp40 toxicity, primary screen, S. cerevisiae, ATP luminescence; S. cerevisiae expressing PfHsp40, growth rescue; growth rescue, % at 12.5 µM; 340,000 compounds, 0.68% hits; AID 504582, 2011; in the data active = growth rescue above about 28%, passing the limit was not always enough;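 also: yeast W303a lacking pdr1 and pdr3 grown in galactose medium; growth measured after three days at 30 °C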
BH1578 lux ind: inducers of Vibrio cholerae quorum light production without autoinducers, primary screen, BH1578 luxS cqsA deficient, single point | V. cholerae BH1578 lux reporter, luminescence, 6 h | activation, % at 18.7 µM | 350,000 compounds, 0.16% hits; in the data active = activation mostly above about 9.7%, no sharp cut-off; also: not every result past the cut was called active; inactives centre near 0; reference of the scale not given here
Anthrax LF prot: Bacillus anthracis LF protease inhibitors, primary screen, biochemical, multiplex microsphere, MLPCN library; inhibition, % at 10 µM; multiplex microsphere protease cleavage assay; AID 588501, 2011; Lethal factor (Bacillus anthracis), P15917; 360,000 compounds, 0.12% hits; also: plate controls were buffer without enzyme for full effect and enzyme alone for no effect
BoNT A protease: BoNT/A light chain protease inhibitors, primary screen, biochemical, flow cytometry, MLPCN library. Botulinum neurotoxin type A light chain protease (Clostridium botulinum A str. ATCC 3502). multiplex microsphere protease substrate cleavage. inhibition, % at 10 µM. 360,000 compounds, 0.17% hits; also: plate controls were buffer without enzyme for full effect and enzyme alone for no effect
TcdB GH inh: TcdB glycohydrolase inhibitors, primary screen, biochemical, single point, plate reader; Toxin B (Clostridioides difficile), P18177; TcdB glycohydrolase enzymatic assay; inhibition, % at 9.99 µM; 350,000 compounds, 0.24% hits; AID 652162, 2013; in the data active = inhibition above about 10%
3CLpro inhibitor: SARS-CoV 3CLpro protease inhibitors, primary screen, biochemical, quenched FRET; recombinant SARS-CoV 3CLpro, quenched FRET peptide cleavage; inhibition, % at 6 µM; 290,000 compounds, 0.14% hits; in the data active = inhibition above about 12%
DUSP3 inh: VHR1 phosphatase inhibitors, primary screen, biochemical, absorbance, uHTS; recombinant VHR phosphatase, pNPP absorbance; 290,000 compounds, 0.52% hits; Dual specificity protein phosphatase 3 (Homo sapiens), P51452; inhibition, % at 13.3 µM; in the data active = inhibition above about 50%; also: some compounds called inactive have numbers as strong as hits
CCHFV vOTU inh: CCHFV vOTU protease inhibitors, primary screen, biochemical, Pep-AMC substrate, fluorescence; 370,000 compounds, 0.55% hits; inhibition, % at 11.5 µM; in the data active = inhibition above about 30%; also: 0% = vehicle wells with enzyme and 100% = no enzyme wells
Yp Topo-I inh: Yersinia pestis topoisomerase I inhibitors, primary screen, biochemical, cleavage product accumulation, plate reader, single point | activity, % at 10 µM | Y. pestis Topo-I cleavage product accumulation | 360,000 compounds, 0.064% hits; in the data active = activity above about 50%, passing the limit was not always enough; also: inactives centre near 2
PriA SSB inh: inhibitors of Klebsiella pneumoniae PriA binding to SSB C-terminal tail, primary screen, biochemical, AlphaScreen | PriA–SSB C-terminal tail interaction (Klebsiella pneumoniae) | AlphaScreen SSBct-PriA binding, biotinylated peptide | inhibition, % at 33 µM | 430,000 compounds, 0.6% hits; in the data active = inhibition mostly above about 37%, no sharp cut-off; inactive = mostly below about 20%;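 also: plate controls were negative control peptide for no effect and reference peptide for full effect; strong numbers were not always called active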
* marks the source's active call; other numbers are inactive results; i = inactive; · = not tested or not shown. Rule as the data show it, unless noted: active = inhibition above about 30%; inconclusive = no clear call, values can overlap the other calls; inactive = below that.

SMILES	PfHsp40 rescue	BH1578 lux ind	Anthrax LF prot	BoNT A protease	TcdB GH inh	3CLpro inhibitor	DUSP3 inh	CCHFV vOTU inh	Yp Topo-I inh	PriA SSB inh
Cc1nonc1OCCNCc1c(C(=O)N(C)C)nc2ccc(Cl)cn12	0.1	-0.3	-2.0	0.1	-0.4	0.4	39.3	-0.1	5.2	-5.6
Cc1ccc(C)c(Cn2nc(-c3cc(C)ccc3C)ccc2=O)c1	1.8	-6.2	1.7	-0.2	1.1	1.7	-20.5	10.8	5.1	-6.0
CC(Sc1cccc[n+]1[O-])C(=O)NC1CCCCC1C (stereo not drawn)	0.2	-1.6	0.3	-0.7	-0.3	·	·	-5.3	1.3	-0.2
Nc1nnc(SCC(=O)Nc2ccc(F)c(Cl)c2)n1-c1ccccc1	-0.4	-2.9	-4.2	-1.7	·	-4.0	5.0	3.4	5.7	2.8
CNC(=O)c1cnc(-c2ccccc2)nc1-c1ccccc1	0.4	i	-2.1	0.9	-0.2	-4.0	11.3	-4.4	-0.5	-12.8
O=c1oc2ccccc2cc1-c1ccccc1	1.6	i	-0.2	-0.1	-0.5	-2.2	13.4	-10.1	4.4	-6.3
O=C1c2ccccc2C(=O)N1OCc1ccccc1	-0.6	-0.3	-2.0	0.5	·	6.5	16.9	12.9	1.2	-17.9
COc1ccccc1NC(=O)C1CCN(C(=O)c2ccco2)CC1	1.1	-0.7	1.1	-4.1	1.5	3.2	-28.8	20.7	-2.6	2.1
Cc1cccc2c1cnn2C(=O)CCC(=O)NCc1ccc(F)cc1	0.9	-0.2	1.1	0.2	1.6	3.0	5.5	-4.2	5.2	-14.6
CCOC(=O)N1CCN(C(=O)Cn2nc(C)c3sc4ccccc4c3c2=O)CC1	0.4	i	0.5	0.3	·	-4.2	-5.4	10.2	9.8	-30.9

Given with two lines to a compound: entries from further up
Every second line gives: PfHsp40 rescue, BH1578 lux ind, Anthrax LF prot, BoNT A protease, TcdB GH inh, 3CLpro inhibitor, DUSP3 inh, CCHFV vOTU inh, Yp Topo-I inh, PriA SSB inh
> Cc1nonc1OCCNCc1c(C(=O)N(C)C)nc2ccc(Cl)cn12
 : 0.1, -0.3, -2.0, 0.1, -0.4, 0.4, 39.3, -0.1, 5.2, -5.6
> CC(Sc1cccc[n+]1[O-])C(=O)NC1CCCCC1C (stereo not drawn)
 : 0.2, -1.6, 0.3, -0.7, -0.3, ·, ·, -5.3, 1.3, -0.2
> Nc1nnc(SCC(=O)Nc2ccc(F)c(Cl)c2)n1-c1ccccc1
 : -0.4, -2.9, -4.2, -1.7, ·, -4.0, 5.0, 3.4, 5.7, 2.8
> CCOC(=O)N1CCN(C(=O)Cn2nc(C)c3sc4ccccc4c3c2=O)CC1
 : 0.4, i, 0.5, 0.3, ·, -4.2, -5.4, 10.2, 9.8, -30.9
> Cc1cccc2c1cnn2C(=O)CCC(=O)NCc1ccc(F)cc1
 : 0.9, -0.2, 1.1, 0.2, 1.6, 3.0, 5.5, -4.2, 5.2, -14.6
> CNC(=O)c1cnc(-c2ccccc2)nc1-c1ccccc1
 : 0.4, i, -2.1, 0.9, -0.2, -4.0, 11.3, -4.4, -0.5, -12.8
> Cc1ccc(C)c(Cn2nc(-c3cc(C)ccc3C)ccc2=O)c1
 : 1.8, -6.2, 1.7, -0.2, 1.1, 1.7, -20.5, 10.8, 5.1, -6.0

Additional entries follow:
SMILES	PfHsp40 rescue	BH1578 lux ind	Anthrax LF prot	BoNT A protease	TcdB GH inh	3CLpro inhibitor	DUSP3 inh	CCHFV vOTU inh	Yp Topo-I inh	PriA SSB inh
Clc1ccc(C(c2ccccc2)N2CCN(c3ccccn3)CC2)cc1 (stereo not drawn)	13.8	i	-1.9	0.6	1.6	2.4	-0.9	1.5	28.0	-11.0
CCc1ccc2nc(NC(=O)c3ccc(N4C(=O)CCC4=O)cc3)sc2c1	0.0	-0.2	1.1	-0.9	0.1	0.1	11.2	0.8	-5.6	0.9
CCc1cccc(CC)c1NC(=O)CCCSc1nc2ccccc2s1	-1.5	0.9	-2.7	0.2	·	-0.3	-13.3	10.7	48.5	2.3
COc1ccc(-c2ccc(=O)n(CC(=O)NC3CCc4ccccc43)n2)cc1OC (stereo not drawn)	1.3	0.4	-0.6	-0.9	2.1	3.5	21.5	0.6	7.5	-6.8
COC(CNC(=O)C1CCCN(S(=O)(=O)c2ccc3c(c2)oc(=O)n3C)C1)OC (stereo not drawn)	-0.8	-0.2	-2.2	1.0	0.6	-6.0	5.3	8.2	-4.5	-9.7
CC1CCC(NC(=O)c2ccc3c(c2)OCO3)CC1 (stereo not drawn)	-0.3	-0.5	-0.1	0.3	2.7	2.7	6.2	4.0	-2.1	-1.6
COc1ccc(-c2csc(C(O)c3ccc(F)c(OC)c3)n2)cn1 (stereo not drawn)	·	i	-8.0	0.1	0.9	·	·	0.0	-0.8	·
Cc1cc(SCC(=O)c2ccccc2)nc(SCC(=O)c2ccccc2)n1	-1.2	1.6	1.4	0.7	·	2.0	15.7	18.8	-1.8	-7.5
COC(=O)[C@H](C)NC(=O)NC1CCCc2ccccc21 (stereo partly drawn)	1.3	-0.4	-0.3	0.6	1.2	-4.6	11.3	·	2.7	5.2
CCCOC(=O)c1ccc(NC(=O)c2cccc(S(=O)(=O)N3CCN(C(C)=O)CC3)c2)cc1	0.9	-1.4	-6.4	-1.7	1.2	3.4	-20.5	-2.3	23.5	4.5
CC1CN(C(=O)c2ccccc2C(=O)c2ncc[nH]2)CC(C)O1 (stereo not drawn)	0.1	-0.3	0.8	-1.8	3.0	4.7	11.8	2.4	-7.8	-0.2
O=C(NCC(=O)N1CCN(S(=O)(=O)c2c(F)cccc2F)CC1)c1ccccc1F	2.1	i	2.1	0.9	1.4	·	·	-7.1	9.2	-5.3
Nc1nc2n(n1)C(c1ccco1)CC(c1ccc(Cl)cc1)N2 (stereo not drawn)	0.4	i	-0.2	0.2	·	-3.6	13.6	-7.0	7.6	3.3
CN(c1ccccc1C(=O)Nc1ccc2c(c1)OCO2)S(C)(=O)=O	-0.5	i	-1.5	1.0	·	4.4	17.6	2.7	-0.7	-9.5
O=C(NC1CCCCC1)N1CCN(C2CCCCC2)CC1	-1.7	i	-3.7	-0.8	0.7	-0.8	-4.7	·	-9.4	-5.2
COc1cccc(NC(=O)CCSc2ccc(C)cc2)c1	0.6	-0.2	-2.6	-0.1	·	1.8	2.9	1.7	-2.8	-12.2
Cn1nc(C(F)(F)F)c(/C=N/OC(=O)c2ccccc2Cl)c1SCc1ccc(Cl)cc1	51.6*	-11.1	-3.5	0.8	·	0.8	-14.9	-4.0	35.3	·
CCOC(=O)C1=C(C)N=c2s/c(=C\c3ccc(OCC(=O)O)cc3)c(=O)n2C1c1ccccc1 (stereo not drawn)	1.4	-2.0	4.1	-0.4	-0.3	6.4	8.8	9.2	15.9	·
Cc1ccc(CN(C)S(=O)(=O)c2c(C)noc2/C=C/N(C)C)cc1	0.7	i	-1.1	0.5	-2.3	-0.3	35.4	24.2	21.0	-4.6
CN1C(=O)N(CC(=O)Nc2nccs2)C(=O)C12CCCCC2	0.3	-0.6	-1.7	-0.3	-0.3	·	·	-6.5	1.3	5.0
O=C(NCc1ccccc1CN1CCCC1)c1ccc(Cl)c(N2CCCC2=O)c1	0.6	i	-2.3	1.2	-7.3	·	·	10.7	2.8	-2.2
Cc1cc(C)n2nc(SCC(=O)N3CCC4(CC3)OCCO4)nc2n1	-1.4	-0.4	-7.5	1.9	·	1.8	29.4	-0.3	0.2	-7.0
O=C(CNC(=S)NC(=O)C1CCCCC1)c1ccccc1	0.1	2.4	-8.9	-0.3	0.0	-0.9	2.3	-2.4	2.8	-2.6
O=C(O)CC(NC(=O)CC(c1ccccc1)c1ccccc1)c1cccc([N+](=O)[O-])c1 (stereo not drawn)	0.6	-1.6	-2.4	-1.9	-12.1	0.5	8.6	1.7	3.5	-12.6
CN(CC(=O)Nc1cccc([N+](=O)[O-])c1)S(=O)(=O)c1ccccc1	-0.7	0.3	-2.7	-0.7	0.0	0.6	7.6	-1.1	1.3	-0.8
CCCOc1ccc(N2C(=O)CC(N3CCN(C(=O)c4ccco4)CC3)C2=O)cc1 (stereo not drawn)	-0.4	i	0.6	-3.7	·	5.9	7.2	-7.2	-6.2	-13.0
Cc1ccc(NC(=O)CN2C(=O)S/C(=C\c3cc(C)n(C)c3C)C2=O)cc1	-0.1	-0.4	-0.5	0.1	·	-2.4	23.1	-3.8	-0.8	7.5
Cc1ccccc1-n1c2nc(=O)n(C)c(=O)c-2cc2ccccc21	0.6	i	-9.6	-0.7	1.1	1.4	21.3	-120.2	3.6	-5.5
Cc1ccc(C(=O)N2CCN(c3ccccc3Cl)CC2)cc1[N+](=O)[O-]	110.7*	i	-3.6	-0.7	0.7	2.4	20.2	0.8	26.9	3.8
CC1(C)OC(=O)C2=C(C[C@@H](CCOCc3ccccc3)O[C@H]2c2ccc(F)cc2)O1	·	·	3.4	-1.0	-0.8	·	·	21.1	·	·
O=C(NC1CCCC1)c1cccc(Oc2ccccc2)c1	1.0	-0.5	1.1	-0.2	-0.4	-0.4	16.5	-12.5	-0.2	-19.3
Cc1sc2ncn(CC(=O)N3CCCCC3)c(=O)c2c1C	-0.9	0.9	-1.4	-0.1	-0.2	-4.2	6.4	2.5	-1.0	-13.9
O=C(SCC(O)C(O)CS)c1cccs1 (stereo not drawn)	2.1	0.0	-1.5	-0.1	0.9	·	18.1	-17.1	-4.2	-8.7
O=C(NCc1cccnc1)/C(=C/c1ccccc1)NC(=O)c1ccccc1	-1.3	i	-4.4	-1.3	5.9	-1.9	18.2	-5.1	7.3	-8.4
Cc1cc(-c2ccc(C(C)C)c(S(=O)(=O)N3CCN(c4ccccn4)CC3)c2)on1	-0.4	-1.1	0.3	0.2	-2.4	3.9	15.0	4.9	25.3	-9.8
c1cncc(-c2nc(N3CCCCCC3)c3ccccc3n2)c1	-0.3	i	-4.2	-0.4	·	1.0	3.0	10.3	-7.7	-8.9
O=C(COC(=O)/C=C/c1cccc([N+](=O)[O-])c1)NCCCN1CCCC1=O	2.0	-0.9	-0.8	-0.6	0.1	4.5	33.3	6.0	0.3	-5.8
COc1ccc2oc3ccc(OC)cc3c(=O)c2c1	-1.4	i	-4.4	-1.6	·	0.4	18.9	-27.5	10.3	-4.6
COCCN1C[C@@H](CO)O[C@@H](n2cnc3c(N(C)C)ncnc32)C1	·	i	-4.2	0.4	0.4	·	·	-2.1	-2.0	·
CCCCN(CC)CCCNC(=O)c1cc2c(=O)n(C)c3ccccc3c2n1C	-0.8	-0.4	3.2	-0.5	2.3	-4.2	-11.8	-2.5	-0.9	-4.5
CN1CCN(S(=O)(=O)c2ccc(NC(=O)Cc3ccc([N+](=O)[O-])cc3)cc2)CC1	1.0	-0.4	-2.2	0.2	0.9	0.3	0.3	-5.1	-13.3	0.5
C/C(=N/NC(=O)Cc1cccn1C)c1ccccc1	-1.0	i	-3.7	-0.5	-1.5	3.8	31.5	-8.0	12.4	·
O=C(NCCS(=O)(=O)NCc1ccccc1)c1ccc2c(c1)OCO2	0.3	-0.6	·	·	0.2	·	·	-2.9	3.4	-3.2
CCN(c1ccccc1)S(=O)(=O)c1nnc(NC(=O)c2ccco2)s1	-0.9	·	-1.4	-0.3	2.1	1.5	13.4	9.1	1.0	-2.0
CC(=O)Nc1ccc2sn(-c3ccccc3)c(=O)c2c1	·	-0.4	-4.0	14.8	0.1	·	·	3.1	-1.8	·

This is a subset; the hit share may differ from the screen's.
